BaF3 tox: parental Ba/F3 viability inhibition as JAK2V617F counter-screen | CellTiter-Glo ATP luminescence | inhibition, % at 5.6 µM | 220,000 compounds, 1.1% hits | AID 1486;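 active means inhibition above a per-campaign cutoff, the mean inhibition of all tested compounds plus 3 SD, cut at about 27% in these data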;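 further: 0% = DMSO wells and 100% = JAK Inhibitor I control wells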
RBBP9 inh: human RBBP9 hydrolase inhibition | O75884 | recombinant RBBP9, FP-Rh probe fluorescence polarization | inhibition, % at 7.94 µM | 220,000 compounds, 0.2% hits | AID 1515;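 active means inhibition above the campaign mean of all tested compounds plus 3 SD, cut at about 14% in these data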;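 further: plate controls were DMSO wells with RBBP9 for no effect and wells lacking RBBP9 protein for full effect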
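Test system: recombinant human RBBP9; Timing: 30 min then 45 min, 25 °C; Detection: fluorescence polarization; Control set: RBBP9 with DMSO as uninhibited control, no-protein wells as full inhibition; Compound dosing: one concentration, 7.94 µM nominal, 0.794% DMSO; Probe or stimulus: FP-Rh activity-based probe, 375 nM before mixing.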
Ba/F3 V617F tox: lowers viability of Ba/F3 cells expressing EpoR and JAK2V617F; 220,000 compounds, 1.1% hits; ATP luminescence; inhibition, % at 5.6 µM;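 active means inhibition above the campaign mean plus 3 SD over all tested compounds, cut at about 24% in these data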;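 further: cytokine-independent growth of Ba/F3 cells driven by EpoR plus mutant JAK2; 0% = DMSO-treated cells and 100% = JAK inhibitor I control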
Runt-CBFb FRET: inhibitors of human RUNX1 Runt domain binding to CBFb; 220,000 compounds, 0.46% hits; inhibition, % at 20 µM; Q01196+Q13951; Cerulean-Runt/Venus-CBFb FRET ratio 530/480, 1 h;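 active means inhibition over about 50% at 20 µM in the single-dose screen, limit read from the data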;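 further: 0% = DMSO wells and 100% = excess unlabeled CBFb competitor control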
Target sequence (Q01196 whole entry, looked up, the tested form may be a part): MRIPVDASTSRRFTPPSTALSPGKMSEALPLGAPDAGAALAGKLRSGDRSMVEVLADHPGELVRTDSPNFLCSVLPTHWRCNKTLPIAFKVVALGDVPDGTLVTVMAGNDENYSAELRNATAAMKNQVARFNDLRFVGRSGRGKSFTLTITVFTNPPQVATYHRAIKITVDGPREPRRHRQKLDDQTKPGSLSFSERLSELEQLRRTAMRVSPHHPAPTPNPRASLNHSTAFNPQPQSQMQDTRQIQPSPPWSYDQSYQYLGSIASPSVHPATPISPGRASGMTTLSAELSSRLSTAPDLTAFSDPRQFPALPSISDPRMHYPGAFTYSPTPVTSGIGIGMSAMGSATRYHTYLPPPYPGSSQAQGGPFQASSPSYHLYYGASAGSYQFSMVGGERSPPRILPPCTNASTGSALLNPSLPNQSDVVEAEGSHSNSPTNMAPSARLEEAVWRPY
Target sequence (Q13951 whole entry, looked up, the tested form may be a part): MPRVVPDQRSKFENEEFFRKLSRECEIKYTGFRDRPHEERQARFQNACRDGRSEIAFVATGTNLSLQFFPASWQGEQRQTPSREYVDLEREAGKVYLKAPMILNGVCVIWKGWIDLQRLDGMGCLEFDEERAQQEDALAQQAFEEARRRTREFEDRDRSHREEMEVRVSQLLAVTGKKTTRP
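Assay system: Cerulean-Runt domain fusion protein, energy donor; Signal: fluorescence energy transfer, 422 nm excitation, 530/480 nm emission; Timing: 1 h compound exposure, room temperature; Control set: unlabeled CBFb; Medium: Tris buffer pH 7.5 with salts and BSA; Compound: single test concentration of 20 µM, 1% DMSO final; Probe or stimulus: Venus-CBFb 100 nM.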
NPY2 pot ag: potentiators or agonists of human neuropeptide Y receptor Y2. activation, % at 3.6 µM. AID 1359. P49146. cells expressing NPY-Y2, potentiator/agonist read-out. 220,000 compounds, 0.45% hits; in the data active means activation above about 27%;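 further: cells stimulated with NPY near EC25 plus isoproterenol at EC100; 0% = vehicle plus submaximal agonist and 100% = vehicle plus saturating agonist; some results beyond the cut were filed as inactive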
S1P4 ag: agonists of human S1P4 receptor; O95977; S1P4-expressing cell line, agonist reporter assay; activation, % at 4.98 µM; 220,000 compounds, 0.35% hits; AID 1509; in the data active means activation above about 11%;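 further: 0% = DMSO vehicle and 100% = reference agonist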
NPY-Y1 PAM-ag: human NPY-Y1 potentiation or agonism, primary screen | P25929 | NPY-Y1 expressing cells, potentiator/agonist activation | activation, % at 3.6 µM | 220,000 compounds, 0.37% hits | AID 1304; in the data active means activation above about 33%, passing the limit was not always enough;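 further: cells stimulated with NPY at EC10 then isoproterenol at EC100; 0% = low agonist plus stimulus and 100% = saturating agonist plus stimulus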
Target sequence (P25929 whole entry, looked up): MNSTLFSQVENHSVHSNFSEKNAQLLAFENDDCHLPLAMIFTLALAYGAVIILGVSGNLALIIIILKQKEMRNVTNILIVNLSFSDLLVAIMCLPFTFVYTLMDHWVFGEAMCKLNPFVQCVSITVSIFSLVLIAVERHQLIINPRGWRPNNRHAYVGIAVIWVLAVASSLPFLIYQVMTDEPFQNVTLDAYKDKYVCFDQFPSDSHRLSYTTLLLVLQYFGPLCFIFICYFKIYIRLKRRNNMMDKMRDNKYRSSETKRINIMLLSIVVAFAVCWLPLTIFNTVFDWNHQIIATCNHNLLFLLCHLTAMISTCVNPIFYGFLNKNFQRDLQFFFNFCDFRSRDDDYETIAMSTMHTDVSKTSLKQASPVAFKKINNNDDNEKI
NPY-Y1 antag: blocks the human neuropeptide Y Y1 receptor; HEK293-CNG Y1 cells, membrane potential fluorescence; NPY at EC95, then isoproterenol; 200,000 compounds, 1% hits; inhibition, % at 3.6 µM; AID 1040;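 active means inhibition above the campaign mean inhibition of all tested compounds plus 3 SD, cut at about 20% in these data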;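 further: 0% = DMSO wells given NPY plus isoproterenol and 100% = isoproterenol alone without NPY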
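Material: HEK293 Y1/CNG channel cell line | Also added: NPY (25 nM), isoproterenol (1 µM), Ro 20-1724 (25 µM) | Compound: One concentration, 3.6 µM, in 0.4% DMSO | Schedule: 3 h dye uptake, 1 h room-temperature compound, 45 min post-isoproterenol | Signal: Membrane-potential fluorescent dye readout | Read-out: % inhibition of NPY effect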
S1P4 antag: antagonists of human S1P4 receptor | O95977 | S1P4-expressing cells, antagonist mode, reporter read-out | inhibition, % at 4.98 µM | 220,000 compounds, 0.26% hits; in the data active means inhibition above about 29%;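 further: 0% = wells stimulated with agonist and 100% = vehicle wells without agonist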
An asterisk follows results filed as active; nt = no result given.

SMILES	BaF3 tox	RBBP9 inh	Ba/F3 V617F tox	Runt-CBFb FRET	NPY2 pot ag	S1P4 ag	NPY-Y1 PAM-ag	NPY-Y1 antag	S1P4 antag
CCOc1cc(NS(=O)(=O)c2ccccc2)c(OCC)cc1NC(=O)c1ccco1	3	-8	-1	1	8	0.0	13	-2	7
O=[N+]([O-])c1cccc(Cl)c1NCCNS(=O)(=O)c1ccc(Cl)cc1	0	-8	-3	0	-17	-0.4	-24	4	-2
O=C(NCc1ccccc1)C1=C[C@@H](C2CC2)C[C@@H](OCCCCO)O1	4	3	-3	-1	-18	0.2	0	-3	19
Cc1cc(-c2c(C)[nH]n(-c3ccccc3)c2=O)n[nH]1	-2	-5	-2	2	-6	2.6	0	-4	-9
COc1ccc(CCNC(=O)COC(=O)CCC(=O)c2ccc(F)cc2)cc1	0	-5	0	0	1	1.4	4	-4	-1
N#CC(Nc1ccccc1)c1ccccc1OCc1ccccc1 (configuration not stated)	1	5	-4	-1	-4	1.1	5	-4	-18
COc1ccc(NS(=O)(=O)c2ccc(N3CCOCC3)c(NC(=O)c3ccccc3Cl)c2)cc1	42*	-2	43*	1	12	-0.9	30	-4	-8
COC(=O)C(NC(=O)C(NC(=O)c1ccccc1)C(C)C)C(C)C (configuration not stated)	7	-7	3	0	0	-0.1	-19	-9	0
Nc1nonc1C(=O)NCCNCc1cc(Br)ccc1OCc1ccc(F)cc1	2	-5	3	-1	-7	-1.2	-39	14	-8
Cc1ccc(C(=O)c2cc([N+](=O)[O-])ccc2N2CCN(C)CC2)cc1	26	-5	6	nt	2	-0.2	19	0	4
COc1cc(C(c2oc(CO)cc(=O)c2O)c2oc(CO)cc(=O)c2O)cc(OC)c1OC	6	1	1	1	5	1.2	5	0	-6
CCOc1cc(/C=C2\SC(=O)N(CC(=O)Nc3ccccc3F)C2=O)cc([N+](=O)[O-])c1O	9	-7	1	-2	5	0.6	11	-3	-13
CCc1cc(C(=O)N2CCCC(CNS(=O)(=O)c3cccs3)C2)n(C)n1 (configuration not stated)	6	-1	-4	4	-8	-0.2	8	0	-3
Cc1cnc(C(=O)N2CCc3c([nH]c4ccccc34)C2c2ccc(F)cc2)cn1 (configuration not stated)	10	0	1	1	-5	1.8	15	1	-14
CCc1ccccc1Cn1c(=O)oc2cccnc21	1	3	1	0	15	0.3	1	nt	7
Cc1cnc(NC(=O)c2nn(C)cc2[N+](=O)[O-])s1	-1	-11	20	1	4	-1.1	-10	-1	22
COCCNC(=S)N/N=C(\C)c1ccc(Cl)c(Cl)c1	6	-1	1	-5	-11	1.1	-10	3	-6
CCCn1c(CCNC(=O)c2cccs2)nc2ccccc21	7	-12	1	nt	9	-1.4	0	-1	-7
O=C(CCN1CCCC1)Nc1ccc(Br)cc1	0	-6	-2	0	9	2.0	14	-1	0
O=C(COc1ccc(-c2ccccc2)cc1)N/N=C/c1ccccc1Br	8	-5	1	-2	-10	0.0	-3	6	7
CCC(=O)Nc1sc(C(=O)Nc2ccccc2OC)c(C)c1C(=O)OC	4	-10	1	-2	1	1.1	-7	2	-2
Cc1ccc2cc(CN(CCCN(C)C)C(=O)NCc3ccccc3)c(=O)[nH]c2c1C	5	-10	3	9	-6	1.2	-53	7	-4
Cc1ccc(S(=O)(=O)N2CCOC2CNC(=O)C(=O)NCCc2ccc(S(N)(=O)=O)cc2)cc1 (configuration not stated)	0	-5	-4	-1	15	1.2	6	nt	-1
Cc1[nH]c2ccccc2c1C(=O)CSc1ccccc1	-4	1	-3	11	6	1.5	0	-5	-8
Cc1cccc(-n2c(SCC(=O)N3CC(=O)Nc4ccccc43)nc3ccccc3c2=O)c1	9	-2	2	5	5	0.1	20	3	-9
O=C1CNC(=S)N1CCc1ccccc1Cl	-2	-10	0	0	-27	-1.9	-8	nt	6
CCN1C(=O)/C(=c2\sc3nc(=O)c(Cc4ccccc4)nn3c2=O)c2ccccc21	-2	-10	-2	15	-13	1.4	-27	nt	-6
Cc1ccc(NC(=O)N2CCCC2c2cccs2)cc1 (configuration not stated)	1	0	-1	0	-1	0.6	4	1	-11
Cn1c2c(c(O)c(-c3ccccc3)c1=O)C(=O)CC(C)(C)C2	2	-2	-1	-2	-2	0.6	16	7	-8
CCC(Oc1ccccc1)C(=O)Nc1ccc(S(=O)(=O)N2CCOCC2)cc1 (configuration not stated)	1	-9	-4	-3	0	-1.1	5	-3	-4
CC(C)(C)C(=O)Cn1c(=O)n(CC2CCCO2)c(=O)c2ccccc21 (configuration not stated)	3	-9	-1	-1	8	0.4	-2	-4	-5
Cc1cc(Nc2ccccc2)n(CCO)n1	1	0	-3	-1	16	2.6	-12	-1	1
Cc1cc(C(=O)Nc2nc3ccc(Cl)cc3s2)nn1C	0	-11	-4	2	31	0.5	14	nt	2
CC(C)CCNC(=O)C(=O)NCCC1=CCCCC1	5	-1	0	0	12	0.4	15	6	-10
CN1CCN(C(=O)C2=C[C@@H](c3ccc(C(F)(F)F)cc3)C[C@@H](OCc3ccc(CO)cc3)O2)CC1	-4	-2	0	0	-12	-1.3	-9	-2	-2
CCN(CC)CC(=O)NCC1(c2ccccc2)CCOCC1	7	0	0	1	0	0.2	23	1	-6
Cn1cc(/C=C/C(=O)N2CCCC(C(=O)c3ccc(C(C)(C)C)cc3)C2)cn1 (configuration not stated)	0	-16	2	-3	-4	0.3	-6	5	0
CC1Cn2c(CCc3ccccc3)nnc2S1 (configuration not stated)	6	-7	-1	0	2	0.4	8	-2	0
CCCCCc1nc2c(c(=O)c3ccccc3n2C)c(=O)n1Cc1ccc(OC)cc1	2	-9	-3	-2	-25	0.6	-35	nt	7
Cc1ccc(-c2noc(C3CCN(S(C)(=O)=O)CC3)n2)o1	2	-3	-1	0	-15	-1.7	30	0	-9
COc1ccc(/C=C2/SC(=O)N(CCNC(=O)C3COc4ccccc4O3)C2=O)cc1 (configuration not stated)	9	-8	4	-1	10	-3.1	-15	4	-10
Cc1ccc(NC(=O)CCCCCC2NC(=O)NC2C)cc1 (configuration not stated)	-1	-3	-2	0	8	-1.1	25	1	-25
COc1ccc(CCNCC(O)COc2cccc(Br)c2)cc1OC (configuration not stated)	-11	-5	0	3	82*	0.5	105*	nt	-11
COc1ccc(N2CCN(C(=O)c3cn(C4CCCC4)c(=O)c4c3c3ccccc3n4C)CC2)cc1	8	-1	0	-2	11	0.5	6	-5	-3
COc1ccc(CN(C(=O)c2ccccc2OC)C2CCS(=O)(=O)C2)cc1 (configuration not stated)	0	-9	1	-1	-3	-0.8	-6	-1	-6
Cc1nn(Cc2ccccc2)c(C)c1/C=N/NC(=O)c1ccncc1	-5	2	0	1	25	0.1	38	nt	-6
CN(Cc1ccccc1F)c1nc(-c2cccs2)nc2ccccc12	5	-5	0	-2	3	-0.1	-10	5	-5
COc1cc(CNn2nnnc2N)ccc1OCc1c(Cl)cccc1Cl	2	-9	0	0	3	-0.3	11	-3	-9
O=C(CSc1nnc2ccccn12)Nc1cccc(S(=O)(=O)N2CCOCC2)c1	0	-5	-1	0	4	3.8	21	1	-24
COc1ccc(CCC(=O)Nc2nc3ccccc3[nH]2)cc1OC	3	1	-5	0	3	-3.1	-17	2	8
CCOc1cc(CN2CCN(C(=O)CC(C)C)CC2)ccc1OC	3	-4	-2	-3	5	0.1	3	6	-11
CN(C)C(=O)C[n+]1ccc(C(N)=O)cc1	1	-10	-1	-1	-7	1.3	5	nt	-7
CCn1cc(/C=N\NC(=O)c2ccc(F)cc2)cn1	1	-1	-4	-1	5	4.0	11	1	-16
COC(=O)c1cc(-c2ccc(OC)c(OC)c2)on1	5	-3	3	-1	-23	-3.3	-36	12	6
CCOC(=O)c1ccc(N2C(=O)c3n[nH]c(C)c3C2c2ccc(OC)cc2)cc1 (configuration not stated)	0	6	3	-2	-10	1.2	-3	10	-24
O=C(O)c1cnc(-c2ccccc2)nc1Sc1ccc(Cl)cc1Cl	6	-4	-2	-3	-11	-1.5	5	-3	-7
COc1cccc(C2C(C#N)=C(C)NC3=C2C(=O)CC(C)(C)C3)c1 (configuration not stated)	5	-7	-2	17	8	1.3	13	0	-20
CCOC(=O)N1CCN(C(=O)c2ccccc2-c2ccccc2)CC1	47*	-3	53*	-1	-2	-1.7	-28	6	-4
COc1ccc(C(=O)/C=C/c2ccc(OC3CSC3)cc2)cc1OC	3	-5	-3	-1	-2	-0.5	-10	7	-12
COc1ccc(NC(=O)CSc2nc3ccc(OC)cc3[nH]2)cc1	-11	2	1	3	-1	0.8	-6	nt	-10

Three structures already listed, ordered by count of non-hydrogen atoms, largest number first.
SMILES	BaF3 tox	RBBP9 inh	Ba/F3 V617F tox	Runt-CBFb FRET	NPY2 pot ag	S1P4 ag	NPY-Y1 PAM-ag	NPY-Y1 antag	S1P4 antag
Cc1ccc2cc(CN(CCCN(C)C)C(=O)NCc3ccccc3)c(=O)[nH]c2c1C	5	-10	3	9	-6	1.2	-53	7	-4
CCc1ccccc1Cn1c(=O)oc2cccnc21	1	3	1	0	15	0.3	1	nt	7
CC1Cn2c(CCc3ccccc3)nnc2S1 (configuration not stated)	6	-7	-1	0	2	0.4	8	-2	0

(listing goes on)
SMILES	BaF3 tox	RBBP9 inh	Ba/F3 V617F tox	Runt-CBFb FRET	NPY2 pot ag	S1P4 ag	NPY-Y1 PAM-ag	NPY-Y1 antag	S1P4 antag
S=c1[nH]nc([C@@H]2C[C@H]2c2ccccc2)n1-c1ccccc1Cl	-1	-3	1	5	1	0.6	0	nt	-9
COc1ccc(/C=C/C(=O)Oc2cc(C)[nH]c(=O)c2[N+](=O)[O-])cc1OC	8	-5	4	1	2	-0.1	-3	4	0
O=C(NC1CCCCCC1)c1cccc(COCC(F)(F)F)c1	-1	8	-3	-3	0	2.4	13	0	-14
OC1(c2ccccc2)C/C(=N\n2cnnc2)C=C1c1ccccc1 (configuration not stated)	-1	-5	-1	-1	-7	1.7	1	-2	-5
N=c1n(CC(=O)c2ccc([N+](=O)[O-])cc2)c2ccccc2n1Cc1ccccc1Cl	3	4	-1	27	9	-0.5	-4	0	-2
CC(=O)c1c(C)[nH]c(C(=O)NCCc2ccc(Cl)cc2)c1C	6	-14	-2	-1	-1	1.2	5	0	-21
CC(CCc1ccccc1)NC(=O)CSc1nc(N)cc(N)n1 (configuration not stated)	8	2	1	-1	11	-1.4	-10	-2	4
CCCCCC1CCC(c2nnc(SCC(C)=O)o2)CC1 (configuration not stated)	0	-5	4	-1	9	0.5	-8	-2	-14
Cc1csc(=Nc2ccc(S(=O)(=O)N3CCOCC3)cc2)n1Cc1ccco1	5	-3	3	2	0	0.2	-3	-1	11
CC(=O)Nc1ccc(NC(=O)CSc2ncnc3c2cnn3Cc2ccccc2)cc1	-3	-8	0	-2	6	-0.5	0	nt	3
N/C(=N\c1nc2c(c(=O)[nH]1)CCCC2)Nc1ccc(Oc2ccccc2)cc1	3	-6	0	1	-6	0.9	-26	3	-14
